# N370S GC: inhibits or activates N370S mutant glucocerebrosidase; N370S GC spleen homogenate, 4MU-glucoside fluorescence; P04062; 0.092% of 330,000 active; Potency, µM (top dose mostly 59.4 µM), without a hit: at the highest dose activity change, negative = inhibition, usual class: inhibitors;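 also: 0% = full enzyme activity and -100% = no enzyme basal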
# TDP1 inh: inhibitors of human tyrosyl-DNA phosphodiesterase TDP1; Q9NUW8; 0.28% of 350,000 active; AID 485290; recombinant TDP1, AlphaScreen DNA substrate cleavage; Potency, µM (titrated, usually from 130 µM), without a hit: top-dose activity change, negative = inhibition, usual class: inhibitors; also: nearly all actives have a fitted effect of over 40% in size
# Target sequence (Q9NUW8 whole entry, looked up): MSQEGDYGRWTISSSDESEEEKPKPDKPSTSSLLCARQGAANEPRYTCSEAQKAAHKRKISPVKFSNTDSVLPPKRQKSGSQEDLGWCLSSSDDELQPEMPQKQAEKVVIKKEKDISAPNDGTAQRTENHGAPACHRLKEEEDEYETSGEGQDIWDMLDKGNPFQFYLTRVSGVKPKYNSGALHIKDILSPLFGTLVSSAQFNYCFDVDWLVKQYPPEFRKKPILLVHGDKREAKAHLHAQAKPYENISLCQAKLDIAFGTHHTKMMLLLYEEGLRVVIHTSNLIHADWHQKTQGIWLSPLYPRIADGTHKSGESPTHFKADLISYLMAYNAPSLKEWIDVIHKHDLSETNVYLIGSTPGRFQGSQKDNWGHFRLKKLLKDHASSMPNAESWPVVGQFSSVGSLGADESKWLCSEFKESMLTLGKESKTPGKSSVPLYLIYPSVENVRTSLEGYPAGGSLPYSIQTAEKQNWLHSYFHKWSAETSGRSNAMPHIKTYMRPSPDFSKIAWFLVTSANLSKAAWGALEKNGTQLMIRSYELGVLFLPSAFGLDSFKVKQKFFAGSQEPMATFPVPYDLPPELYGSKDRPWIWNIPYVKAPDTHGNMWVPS
#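 Enzyme-compound mixtures sat 15 min at room temperature, followed by a 5 min reaction with 15 nM final substrate and 10 min with AlphaScreen beads. Recombinant human Tdp1 was used at 1 nM final.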
# TDP1 cell noCPT: qHTS for Inhibitors of human tyrosyl-DNA phosphodiesterase 1 (TDP1): qHTS in cells in absence of CPT; DT40 Tdp1-/- hTDP1 cells, no CPT, ATP luminescence, 48 h; Potency, µM (series often up to 46.2 µM), without a hit: at the top dose activity change, negative = growth inhibition, hits mostly inhibitors; 15% of 420,000 active; also: nearly all actives have a fitted effect of over 55% in size
#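 Camptothecin absent (DMSO only). Human TDP1-complemented DT40 knockout cells, 400 cells/well, 37 °C for minimum 48 hr; ATP measured via CellTiter-Glo, 30 min dark incubation, luminescence.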
# Active calls of the source: *; ? = inconclusive; . = not tested or not shown; & = joins results of further samples; [ ] = remark or other dose. Calls follow the shape of the dose curve; as a rule, active = well fitted curve in the direction sought with a large enough effect; inconclusive = small, poorly fitted or top-dose-only effect, or another doubt; inactive = no such curve, though single readings can be large; an effect the other way counts as inactive or inconclusive. Unless noted, % is scaled to controls: 0 for no effect and ±100 for the full control effect; potency is read from the fitted curve at half-maximal effect. This is a subset; rates above refer to the full screens.
# The line under a structure holds: N370S GC	TDP1 inh	TDP1 cell noCPT
- Cc1ccc(N/N=C(\C#N)C(N)=S)cc1C
  -3%	5%	18µM*
- CCn1c(CC(=O)Nc2ccccc2F)nnc1SCC(=O)Nc1nnc(C)s1
  -2%	8%	-7%
- COc1ccc(C2=CC(=O)CC(C)(C)C2)cc1
  .	0%	-26%
- CN(C)C(=O)c1ccc(NC(=O)c2ccc(-c3ccc(Cl)cc3)o2)cc1
  ?	7%	16µM*
- CCC/C(=N\NC(=O)CNC(=O)c1ccc(Cl)cc1)c1ccccc1
  2%	2%	?
- OCCN1CCN(C(=S)c2ccc(Br)cc2)CC1
  -14%	0%	3%
- COc1ccccc1-c1nc(-c2ccccc2)[nH]c(=O)c1C#N
  17%	-3%	-2%
- C=CCn1c(-c2ccc3[nH]c(C)c(C)c3c2)n[nH]c1=S
  1%	7%	?
- COc1cccc(Nc2nc(-c3ccc4c(c3)OCCO4)cs2)c1
  -2%	5%	?
- Cc1ccnc(NC(=O)c2cc(-n3cnnc3)ccc2Cl)c1
  4%	0%	-1%
- COC(=O)c1ccc(C(NC(=O)OCc2ccccc2)/C(C)=C/[C@@H](C)C(=O)NCc2nn(-c3ccccc3)nc2C)cc1 (stereo not given in full)
  -4%	4%	.
- CN1CCN(S(=O)(=O)c2ccc(Nc3ccc(F)cc3)nc2)CC1
  -8%	-7%	-2%
- CCCCN(CC)S(=O)(=O)c1ccc(C(=O)Nc2nnc(COC)o2)cc1
  6%	8%	?
- COc1ccccc1CC(=O)Nc1c[nH]c(=O)[nH]c1=O
  2%	1%	-9%
- O=S(=O)(NCC(c1ccccc1)N1CCNCC1)c1ccc(Cl)cc1 (stereo not given)
  ?	6%	?
- Cc1ccc(Sc2c(C)nn(C(=O)CNS(=O)(=O)c3ccc(F)cc3)c2C)cc1
  10%	3%	?
- Cc1cc(C)n(-c2nc3ccccc3c(=O)n2OCc2ccc(F)cc2)n1
  3%	6%	?
- COc1ccc(F)cc1S(=O)(=O)N1CCC2(CC1)OCCN2S(=O)(=O)c1cccs1
  -5%	.	?
- CC(C)NC(=S)NNC(=O)C12CC3CC(CC(C3)C1)C2
  .	-10%	-9%
- O=C(c1cc2ncccn2n1)N1CCc2c([nH]c3ccccc23)C1c1ccccc1F (stereo not given)
  -14%	6%	?
- O=C(c1ccco1)N1CCC2(CCCN(Cc3ccncc3)C2)CC1
  10%	.	-23%
- CCOc1cc(C(=O)OCc2ccc(C(=O)OC)o2)cc(Br)c1OC
  16%	-1%	-13%
- CC(=O)c1c(C)[nH]c(C(=O)OCC(=O)N(CC(C)C)C2CCS(=O)(=O)C2)c1C (stereo not given)
  1%	-9%	-4%
- COc1cc(O)cc(/C=C/c2ccccc2)c1
  -10%	10%[56.1 µM]	?
- CCn1ncc(Cl)c1C(=O)NC(=S)Nc1c(C)cc(C)cc1[N+](=O)[O-]
  5%	3%	23µM*
- COc1ccc(C(=O)NNC(=S)NC(=O)c2ccccc2)cc1
  -6%	6%	16µM*
- C[C@](O)(C(=O)Nc1ccc(S(=O)(=O)c2ccccc2)cc1)C(F)(F)F
  -18%	7%	?
- COc1cccc(C2CC(c3ccc(Cl)cc3)Nc3nc(N)nn32)c1 (stereo not given)
  9%	0%	-22%
- COc1ccc(N2CCN(C(CNC(=O)C(=O)NCCc3ccccc3)c3cccnc3)CC2)cc1 (stereo not given)
  .	-3%	16µM*
- O=C(NCC(=O)N1CCN(C(=O)c2ccccc2)CC1)c1ccccc1
  .	1%	-17%
- c1cc2c(cc1Cn1cnnn1)OCO2
  5%	4%	6%
- N#Cc1nc(-c2ccccc2)oc1NCC1CCCO1 (stereo not given)
  6%	4%	-6%
- N#Cc1c(-c2ccc([N+](=O)[O-])cc2)nc2n(c1=O)CCS2
  -2%	.	9%
- CC(C)(C)NC(=O)NC(=O)COC(=O)c1cccc(S(=O)(=O)N2CCCCC2)c1
  8%	1%	-15%
- CCC(=O)Nc1ccc(-c2nc3ccccc3c(=O)o2)cc1
  6%	5%	0%
- CC(=O)Nc1cccc(C(=O)OC(C)C(=O)NCc2ccc3c(c2)OCO3)c1 (stereo not given)
  -2%	1%	-1%
- [2H]C(CCOS(N)(=O)=O)c1ccc(C(C)(C)C)cc1 (stereo not given)
  -4%	.	21µM*
- CC(=O)C1=C(c2ccc(Cl)cc2)N(C(C)=O)n2c(nnc2C2CCCCC2)S1
  .	-3%	?
- Fc1ccc(Cl)cc1/C=N/n1cnnc1SCc1ccccc1
  1%	-7%	-17%
- CCOc1ccc(C(=O)COC(=O)c2cc([N+](=O)[O-])ccc2N2CCOCC2)cc1
  4%	-2%[0.505 µM]	?
- O=C1CCC([N+](=O)[O-])C(c2ccc(Cl)cc2Cl)N1 (stereo not given)
  0%	2%	1%
- Cn1cccc1CNC(=O)Nc1ccc(Cl)c(Cl)c1
  1%	7%	?
- CCn1c(SCC(=O)Nc2ccc3c(c2)OCO3)nnc1-c1cnccn1
  2%	0%	-10%
- COc1ccc(CN(CC(=O)NCc2ccc3c(c2)OCO3)C(=O)c2csnn2)cc1
  -23%	4%	-21%
- Cc1cccc(C)c1NC(=O)NN=C1CCCCC1
  0%	-1%	10%
- C#CC1(O)CC(C)N(C)C(C)C1 (stereo not given)
  7%	7%	-17%
- Cc1ccc(SCc2ccc(C(=O)Nc3cc([N+](=O)[O-])ccc3C)cc2)cc1
  4%	0%	-10%
- Cc1cccc(-n2c(-c3ccoc3C)n[nH]c2=S)c1
  0%	-3%	?
- O=C(NC(Cc1ccccc1)c1ccc2c(c1)OCCCO2)c1ccccc1 (stereo not given)
  25%	0%	-21%
- COc1ccc(-n2c(=O)c3ccc(C(=O)NCc4ccc(C)cc4)cc3n(Cc3ccc(C)cc3)c2=O)cc1
  .	2%	?
- COc1ccc(N2CCN(S(=O)(=O)CCNC(=O)/C=C/c3ccc4c(c3)OCO4)CC2)cc1
  2%	0%	?
- CCNc1nc(NCC)n2c(SCC(=O)NCC3CCCCC3)nnc2n1
  8%	-2%	-4%
- Cc1ccc(NC(=O)c2oc3ccc(S(=O)(=O)N4CCC5(CC4)OCCO5)cc3c2C)cc1C
  -1%	10%&5%	?
- Cc1ccc(NC(=O)COC(=O)COc2cccc3c2OC(C)(C)C3)c(C)c1
  2%	.	-15%
- COC(=O)C1=C(C)OC(N)=C(C#N)C1c1cc(C)sc1C (stereo not given)
  8%	.	-27%
- Cc1ccc2[nH]c(CCN(C)C)c(CC#N)c2c1
  -5%	6%	1%
- OCC[C@H]1C[C@H](O)[C@@H](O)[C@@]2(CCCCO2)O1
  22%	-1%	1%
- COc1ccccc1S(=O)(=O)Cc1ccc(C(=O)NC(C)c2ccc3c(c2)OCCO3)o1 (stereo not given)
  -18%	4%	-27%
- CC1=C(C(=O)O)N2C(=O)C(NC(=O)c3ccccc3Cl)C2SC1 (stereo not given)
  -4%	.	0%
- C=CCNc1nc2ccccc2nc1NS(=O)(=O)c1cccs1
  2%	5%	-5%

# Next structures follow.
# The line under a structure holds: N370S GC	TDP1 inh	TDP1 cell noCPT
- COC(C[C@@H](O)C[C@H](O)[C@@H](C)OCc1ccccc1)OC
  -5%	2%	-1%
- CCCOC(=O)c1ccc(S(N)(=O)=O)o1
  0%	5%	-1%
- O=C1CC(c2ccccc2)Cc2nc(NC3CC3)ncc21 (stereo not given)
  5%	3%	-25%
- Cc1ccc(NS(=O)(=O)c2cccc(C(=O)N3CCCCCCC3)c2)cc1
  0%	-2%	?
- CC(C)CNC(=O)C(=O)NCc1ccccn1
  -5%	-1%	-2%
- Cc1ccc(CCNC(=O)C2CCN(S(=O)(=O)c3ccc4c(c3)NC(=O)CO4)CC2)cc1
  0%	2%	?
- CC(=O)Nc1ccc(S(=O)(=O)NCCC(=O)OCC(=O)c2ccc(F)c(F)c2)cc1
  1%	2%	0%
- CCOc1ccc(C(=O)NCc2cccnc2)cc1[N+](=O)[O-]
  6%	3%	-30%
- CCCCc1nc(Cl)c(C#N)c2c1CSC(C)(C)C2
  0%	-2%	-20%
- Cc1cc(=O)oc2cc(OCC3CC(c4ccc(Cl)cc4)=NO3)ccc12 (stereo not given)
  .	-14%	?
- O=C(CSc1nnc(COc2cccc3cccnc23)o1)c1ccc(F)cc1
  -1%	0%	4.1µM*
- Cc1cccc(OCC(=O)Nc2ccc(-c3nc4cc(C)ccc4o3)c(O)c2)c1
  .	-2%[12.3 µM]	?
- CC1CCN(C(=O)Cn2cc(C#N)c3ccccc32)CC1
  16%	-5%	-2%
- Cc1ccc(S(=O)(=O)N2CCN(CC(=O)NC3CCCc4ccccc43)CC2)cc1C (stereo not given)
  16%	8%	18µM*
- Cc1ccc(/C=C/C(=O)NN2CCN(C)CC2)cc1
  0%	0%	25%
- COc1ccc(-c2cccc(-c3cc(=O)oc4cc(OC)c(OC)c(OC)c34)c2)cc1
  18%	0%[56.1 µM]	?
- COc1ccc(-c2nc3c(c4c2C[C@H](c2ccccc2)OC4)CN(C(=O)c2cc(I)ccc2F)CC3)c(C)c1
  -15%[12.8 µM]	10%[12.3 µM]	.
- Cc1c(C(=O)N(Cc2ccncc2)CC2CCCO2)oc2c(F)cccc12 (stereo not given)
  4%	1%	-26%
- CC(=O)N(CCC(c1ccco1)C(C)C)Cc1ccc(Cl)cc1 (stereo not given)
  10%	8%	-26%
- COc1ccccc1OCCNC(=O)c1cccc(S(=O)(=O)N2CC(C)OC(C)C2)c1 (stereo not given)
  -3%	-1%	?
- COc1ccc(N(CC(=O)NCCc2cccc(C)c2)S(=O)(=O)c2c(C)nn(C)c2C)cc1
  .	0%	?
- CC1(C)CC(=O)C=C(NCCN2CCN(C(=S)Nc3ccccc3)CC2)C1
  -24%	0%	-2%
- O=C(Nc1cc(C(F)(F)F)ccc1N1CCOCC1)c1cccc(F)c1
  18%	1%	-11%
- COCCn1c(SCc2cccnc2)nnc1-c1ccco1
  6%	7%	-3%
- Cc1cc(C)cc(N2CC(c3nc4ccccc4n3C)CC2=O)c1 (stereo not given)
  -8%	-1%	-26%
- Nc1c(C(=O)Nc2ccc(Cl)cc2)sc2nc(N3CCOCC3)c3c(c12)CCCC3
  1%	2%	15µM*
- CCCCN(CC)CCCNC(=S)Nc1ccc2nc(N3CCN(CC)CC3)cc(C)c2c1
  -1%	7%	16µM*
- O=C(CCS(=O)(=O)c1cc(Br)cc2c1N(C(=O)C1CC1)CC2)Nc1ccc(Br)cc1F
  .	-2%[12.3 µM]	-12%
- CCC(=O)Nc1sc(Cc2ccc3c(c2)OCO3)c(C)c1C(N)=O
  -1%	-3%	?
- CCOc1ccc2c(c1)c(=O)c(S(=O)(=O)c1ccc(CC)cc1)cn2C
  -8%	5%	-3%
- Cc1ccc(S(=O)(=O)NCCSc2ccccc2)cc1[N+](=O)[O-]
  8%	2%	-21%
- COc1ccc(NC(=O)CC2CCCCC2)cc1OC
  7%	0%	-21%
- COCCNc1nnc(SCC(=O)N2CCN(S(=O)(=O)c3ccccc3)CC2)s1
  5%	3%	-5%
- CC(=O)Nc1ccc2ccccc2c1
  .	2%	7%
- CCOc1cc(N2CCOCC2)c(OCC)cc1NC(C)C(=O)N1CCC(C)CC1 (stereo not given)
  -5%	5%	26µM*
- COc1ccc(-c2noc(-c3ccc(Cl)cc3[N+](=O)[O-])n2)cc1OC
  11%	5%	?
- NNC(=O)CNC(c1ccccc1)c1cc(Cl)ccc1NC(=O)c1ccccc1 (stereo not given)
  ?	2%	-9%
- Cc1ccccc1N/C(SCc1ccc(Cl)cc1)=C(/C#N)C(N)=O
  -13%	5%	?
- Cc1ccc(/C=C(\NC(=O)c2ccccc2)C(=O)NCCc2ccccn2)o1
  8%	-4%	-27%
- CC1Cc2cc(/C=C3/SC(=S)NC3=O)ccc2O1 (stereo not given)
  9%	.	18µM*

# Compound activity (PubChem)
